H9c2 TAG inh = reduces triacylglycerol accumulation in H9c2 cells | Nile Red lipid (TAG) fluorescence; cells loaded with 200 µM oleic acid | AID 651582 | 230,000 tested, 0.66% active | inhibition, % at 12.5 µM;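 active = pattern-corrected inhibition of lipid staining of at least 50% with the nuclear-stain viability signal not falling by more than 50%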;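 note: 0% = DMSO wells and 100% = triacsin C control wells; some results filed as inactive read as strong as hits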
H9c2 TAG inh DAPI viability = second read-out of H9c2 TAG inh, no call of its own (marks repeat the call); DAPI nuclei signal change (viability), lower = more cytotoxic, %;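 whole-well DAPI fluorescence read on a plate reader as a viability signal; minus 50 percent equals half of cells still viable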
* marks the source's active call; other numbers are inactive results. The list is partial, so the mix of outcomes need not match the whole.

Preview (17 entries):
SMILES	H9c2 TAG inh	H9c2 TAG inh DAPI viability
O=C(NCc1ccc2c(c1)OCO2)C1CCCN1S(=O)(=O)c1ccc(Cl)cc1 (stereo unspecified)	-18	7
COC(=O)c1ccc(OCCCCN2CC(C)OC(C)C2)cc1 (stereo unspecified)	-42	16
COc1ccccc1NC(=O)/C=C/c1ccc2c(c1)OCO2	10	-2
COc1ccc(C(=O)NCCN2CCCC2)cc1OC	-13	-1
Cc1ccc(S(=O)(=O)N2CCN(C(=O)c3cc(S(=O)(=O)N4CCOCC4)ccc3F)CC2)cc1	3	-11
COC(=O)c1cc(C(=O)NCCC(C)C)cc([N+](=O)[O-])c1	-4	13
O=C1[C@H](Cc2ccccc2)NCC=CC[C@H](c2ccc(Cl)cc2)N1Cc1ccc(Cl)cc1	2	2
O=C(NCCC1=CCCCC1)c1ccc(Cl)c(S(=O)(=O)N2CCCCC2)c1	-2	-13
Cc1c(C#N)c(O)n(C)c(=O)c1N=Nc1ccc(S(N)(=O)=O)cc1	15	2
COc1ccc(C(=O)NCCc2nnc3ccc(SCC(=O)NCc4ccc(F)cc4)nn23)cc1	0	-22
CCN1C(=S)N[C@@H](CCc2ccccc2)C(C(=O)OC)=C1C	-1	3
Cc1ccc(C(=O)n2nc(C#N)c(C#N)c2N)cc1	6	0
C=CCN(c1nc(C)cc(OC)n1)S(=O)(=O)c1ccc(C)cc1	-14	-5
Cc1ccc(S(=O)(=O)Oc2ccc(/C=N/NC(=O)c3nn(C)cc3Cl)cc2)cc1	4	-2
Cc1ccc(S(C)(=O)=NC(=O)NC(=O)c2c(F)cccc2Cl)cc1 (stereo unspecified)	8	0
Cc1ccc(Nc2nc(/N=C/NO)n[nH]2)cc1C	-7	-1
CCOC(=O)C1Nc2ccc(C(F)(F)F)cc2C2c3ccccc3CC12 (stereo unspecified)	1	10

The listing, repeating the preview:
SMILES	H9c2 TAG inh	H9c2 TAG inh DAPI viability
O=C(NCc1ccc2c(c1)OCO2)C1CCCN1S(=O)(=O)c1ccc(Cl)cc1 (stereo unspecified)	-18	7
COC(=O)c1ccc(OCCCCN2CC(C)OC(C)C2)cc1 (stereo unspecified)	-42	16
COc1ccccc1NC(=O)/C=C/c1ccc2c(c1)OCO2	10	-2
COc1ccc(C(=O)NCCN2CCCC2)cc1OC	-13	-1
Cc1ccc(S(=O)(=O)N2CCN(C(=O)c3cc(S(=O)(=O)N4CCOCC4)ccc3F)CC2)cc1	3	-11
COC(=O)c1cc(C(=O)NCCC(C)C)cc([N+](=O)[O-])c1	-4	13
O=C1[C@H](Cc2ccccc2)NCC=CC[C@H](c2ccc(Cl)cc2)N1Cc1ccc(Cl)cc1	2	2
O=C(NCCC1=CCCCC1)c1ccc(Cl)c(S(=O)(=O)N2CCCCC2)c1	-2	-13
Cc1c(C#N)c(O)n(C)c(=O)c1N=Nc1ccc(S(N)(=O)=O)cc1	15	2
COc1ccc(C(=O)NCCc2nnc3ccc(SCC(=O)NCc4ccc(F)cc4)nn23)cc1	0	-22
CCN1C(=S)N[C@@H](CCc2ccccc2)C(C(=O)OC)=C1C	-1	3
Cc1ccc(C(=O)n2nc(C#N)c(C#N)c2N)cc1	6	0
C=CCN(c1nc(C)cc(OC)n1)S(=O)(=O)c1ccc(C)cc1	-14	-5
Cc1ccc(S(=O)(=O)Oc2ccc(/C=N/NC(=O)c3nn(C)cc3Cl)cc2)cc1	4	-2
Cc1ccc(S(C)(=O)=NC(=O)NC(=O)c2c(F)cccc2Cl)cc1 (stereo unspecified)	8	0
Cc1ccc(Nc2nc(/N=C/NO)n[nH]2)cc1C	-7	-1
CCOC(=O)C1Nc2ccc(C(F)(F)F)cc2C2c3ccccc3CC12 (stereo unspecified)	1	10
c1ccc(Cn2c(SCc3cn4cccnc4n3)nnc2-c2ccco2)cc1	20	-8
CCOc1ccc(NC(=O)Nc2cccs2)cc1	12	-13
O=C(Nc1cccc(-c2ccccc2)c1)N1CCN(C(=O)Nc2cccc(-c3ccccc3)c2)CC1	-8	4
CCCCNC(=O)C1(C)CCCCN1C(=O)c1ccc(OC)c(C(F)(F)F)c1 (stereo unspecified)	-22	10
CC(C)C(=O)N1CCN(c2cc(N3CCN(C)CC3)c(F)cc2[N+](=O)[O-])CC1	7	3
CCOC(=O)C1CCN(CC(O)COc2ccc(C(C)(C)C)cc2)CC1 (stereo unspecified)	-18	5
CCC(=O)N1CCN(c2ccc(NC(=S)NC(=O)c3cccc([N+](=O)[O-])c3)cc2)CC1	7	0
CC1(C)CC(NC(=O)C23CCC(C)(C2Br)C3(C)C)CC(C)(C)N1 (stereo unspecified)	-1	6
SMILES	H9c2 TAG inh	H9c2 TAG inh DAPI viability
CCOc1ccc(-n2c(C)cc(/C=N/N(C)C)c2C)cc1	4	6
Cc1cccc(C)c1NC(=O)CSc1nnc(-c2cccnc2)o1	-9	14
O=C(O)c1cnc(-c2ccccc2)nc1C(F)(F)F	-7	9
Cc1ccc(C(=O)NCc2ccccn2)o1	13	-1
O=C(COC(=O)c1ccccc1Br)Nc1ccccc1F	-23	15
CCN(CC)CCCN1C(=O)C(O)=C(C(=O)c2ccco2)C1c1ccc(OC(C)C)cc1 (stereo unspecified)	4	-4
Cc1ccc(S(=O)(=O)NC(C)c2ccccc2)cc1[N+](=O)[O-] (stereo unspecified)	-12	6
N#C/C(=C(/O)CCl)c1nc2ccccc2[nH]1	4	2
COc1ccc(S(=O)(=O)N2CCOC2CNC(=O)C(=O)NCCN2CCOCC2)cc1C (stereo unspecified)	2	-4
O=C(NNC(=O)c1csc(-c2cnccc2C(F)(F)F)n1)c1ccc(C(F)(F)F)cc1	5	-5
COc1ccccc1NS(=O)(=O)c1ccc(NC(=O)N2CCCCC2)cc1	2	-3
COc1ccc(C(=O)Nc2nc(-c3ccccn3)cs2)cc1S(=O)(=O)N1CCOCC1	9	-15
Cc1cccc(C(C)Nc2ccc([N+](=O)[O-])cn2)c1 (stereo unspecified)	-32	12
O=C(NCCF)[C@H]1C[C@@H]1[C@H](NP(=O)(c1ccccc1)c1ccccc1)c1ccccc1	3	-2
COc1cc(C(=O)NCC(=O)NNC(=O)CN(C)S(=O)(=O)c2ccc(Cl)cc2)cc(OC)c1OC	10	-6
COC(=O)c1ccc(CN(C(=O)N2CCN(C)CC2)S(=O)(=O)c2ccc(C)cc2)cc1	-13	6
CSc1n[nH]c(/N=C/c2oc(O)c3ccccc23)n1	7	-1
O=C(Nc1ccc(Cc2ccc(NC(=O)C3CC3)cc2)cc1)C1CC1	7	-3
CC(=O)Nc1cc(S(=O)(=O)Nc2cccc(C)c2)c(C)cc1C	-14	-1
O=S(=O)(c1cc(Cl)cc(Cl)c1O)N1CCC2(CC1)OCCO2	0	5
CCOc1cc(/C=N/NC(=O)c2nnn(-c3nonc3N)c2C)ccc1OCc1ccc(C)cc1	17	-2
Cc1nc(SCC(=O)Nc2cccnc2Cl)nc(C)c1C	3	-1
Cc1cccc(N2CCN(S(=O)(=O)c3ccc4c(c3)C(C)(C)C(=O)N4C)CC2)c1C	0	5
Cc1cccc(C)c1NC(=O)C1CCCN1S(=O)(=O)c1ccc2c(c1)n(C)c(=O)c(=O)n2C (stereo unspecified)	-6	-1
COCC(=O)Oc1cc(-c2ccc(C)cc2C)c(OC(=O)COC)c(-c2ccc(C)cc2C)c1	-16	8
SMILES	H9c2 TAG inh	H9c2 TAG inh DAPI viability
Cc1cc(C(=O)OCC(=O)N2CC(C)OC(C)C2)ccc1[N+](=O)[O-] (stereo unspecified)	-9	1
Cc1ccc(S(=O)(=O)N(C)C)cc1NC(=O)CSc1nncs1	5	-1
CC(NC(=O)/C=C/c1ccco1)c1nc2ccccc2n1Cc1c(Cl)cccc1Cl (stereo unspecified)	1	7
CCOC(=O)CNC(=O)CSc1nnc(-c2ccccc2)n1Cc1ccco1	-6	-4
CCOC(=O)C1CCCN(C(=O)c2cn(CC(C)C)c(=O)c3cc(OC)c(OC)cc23)C1 (stereo unspecified)	0	2
Cc1cccc(OCC(=O)Nc2ccc(C(=O)O)cc2NC(=O)COc2cccc(C)c2)c1	-18	18
Cn1cc(-c2coc3c(C(=O)NCc4ccco4)cccc23)cn1	-7	4
CCOC(=O)Cc1c(C)nc2c(-c3ccccc3OC)c(C)nn2c1C	7	-5
Cc1cccc(NC(=O)CNC(=O)CN2C(=O)NC3(CCCCC3C)C2=O)c1C (stereo unspecified)	4	0
NCC(O)CN(c1ccccc1)c1ccccc1 (stereo unspecified)	7	1
Cc1cccc(NC(=S)/N=C(\N)Nc2nc(C)c3ccc(C)cc3n2)c1	18	-6
Cc1ccc(C2=C/C(=C\c3cccnc3)C(=O)O2)cc1	-8	3
COc1ccc(OC)c(C2=NOC(C(=O)N3CCN(c4ccccc4)CC3)C2)c1 (stereo unspecified)	-26	5
CCC(C)c1ccccc1N1CC(C(=O)N2CCN(S(=O)(=O)c3ccc(F)cc3)CC2)CC1=O (stereo unspecified)	5	-3
CC1=C/C(=C/N(C)c2ccccc2)C(=O)S1	-8	2
COc1ccc(S(=O)(=O)Cc2ccc(C(=O)N3CCN(c4cccc(C)c4)C(C)C3)o2)cc1 (stereo unspecified)	44	-31
Cc1onc(-c2c(Cl)cccc2Cl)c1COC(=O)c1ccc(Cl)cc1[N+](=O)[O-]	6	-17
CCC(=O)Nc1ccc2oc(-c3cccc(C)c3)nc2c1	26	1
CCCCN([C@H](CO)C(C)C)S(=O)(=O)c1ccccc1Br	-20	-7
O=C(c1cc(-c2cccc(Br)c2)nc2ccccc12)N1CCCC1	-8	-6
COc1ccc(N=C2SCC(=O)N2C)cc1	-2	-1
CCN(Cc1ccc2c(c1)OCCO2)C(=O)CN1C(=O)NC2(CCc3ccccc32)C1=O (stereo unspecified)	8	2
O=C(NCCC(=O)N1CCCCCCC1)c1ccc(Cl)cc1	-3	-9
O=C(CCC(=O)N1CCOc2ccccc21)Nc1ccc(F)cc1F	-10	0
Cc1ccc2c(Cl)cc(Cl)c(OCC(=O)N(C(C)C)C(C)C)c2n1	-18	8
SMILES	H9c2 TAG inh	H9c2 TAG inh DAPI viability
CCS(=O)(=O)N1CCC(N2CCC(C)CC2)CC1	3	1
Nc1ccc2c(c1)C(=O)c1cc([N+](=O)[O-])ccc1-2	-9	1
CCOc1cc(N2CCOCC2)c(OCC)cc1NC(=O)COC(=O)c1cccc2ccccc12	34	1
Cc1ccc(C(=O)NCCCc2ccccc2)c(Cl)c1	5	-7
CC(C)=CCC/C(C)=C/CNC(=O)C[C@H]1C[C@H](C(=O)N(C(C)C)C(C)C)[C@@]2(C)c3[nH]c4ccc(Cl)cc4c3CCN2C1=O	46	5
CCOC(=O)N1CCC(NC(=O)CCc2nc(-c3ccccc3F)no2)CC1	-7	1
COc1cccc(C=NNC(=O)CCCC(=O)NN=Cc2cccc(OC)c2)c1	-29	6
O=C(N/N=C/c1ccccn1)c1[nH]c2ccc([N+](=O)[O-])cc2c1-c1ccccc1	8	-10
Cc1nnc(NC(=O)Cn2c(=O)sc3ccccc32)s1	-8	6
O=C(NCCCn1ccnc1)c1ccc(N2CCCCC2)c([N+](=O)[O-])c1	-22	1
CCC(Sc1nnnn1C)C(=O)Nc1ccc(C(C)=O)cc1 (stereo unspecified)	13	2
CC1=C(C)CC2(SC1)C(=O)N(c1ccccc1)N=C2N (stereo unspecified)	-3	-3
Cc1ccc(NC(=O)CN(C)C(C)C(=O)Nc2ccc(S(=O)(=O)N3CCCC3)cc2)cc1 (stereo unspecified)	8	-7
COC(=O)C(Cc1ccc(O)cc1)NC(=O)c1ccccc1OC (stereo unspecified)	2	-9
NC(=O)c1ccccc1NC(=O)/C=C/c1c(Cl)cccc1Cl	1	-4
CCCN1C2CCCC1CC(NC(=O)Nc1ccc(C(C)C)cc1)C2 (stereo unspecified)	30	-20
Nc1nc2cc(Cl)c(Br)cc2o1	8	1
O=C(CSc1nc2ccc(Cl)cc2o1)NCc1ccc2c(c1)OCO2	-7	-15
O=C(NN1C(=O)C2C(C1=O)C1C=CC2C12CC2)c1cccc(Cl)c1 (stereo unspecified)	-2	3
C/C(=N\NC(=O)c1cccc(S(=O)(=O)N2CCOCC2)c1)c1ccc(OCC(=O)N(C)C)cc1	3	5
Cc1ccc(S(=O)(=O)NNC(=O)c2ccc3ccccc3n2)cc1	1	5
COCc1cc(Sc2ccc(Cl)cc2Cl)nc(-c2ccccc2)n1	-17	-5
CNC(=O)c1[nH]cnc1C(=O)Nc1ccc(C)cc1	22	-1
O=C(O)CCc1ccc(NCc2cccc(Oc3ccccc3)c2)cc1	4	-8
Cc1ccc2c(c1)c1nc3ccccc3nc1n2CCN1CCOCC1	11	15
SMILES	H9c2 TAG inh	H9c2 TAG inh DAPI viability
Cc1cc(C)c([N+](=O)[O-])cc1-c1ccc(/C=N/c2c(-c3ccco3)nc3ccccn23)o1	-5	15
COc1ccc(CNC(=O)Nc2nc(C(N)CCc3ccccc3)cs2)cc1 (stereo unspecified)	30	-17
O=C(NCCc1cccc(Cl)c1)c1cccs1	-4	11
CC[C@]12c3[nH]c4cc(-c5ccco5)ccc4c3CCN1C(=O)[C@@H](CC(=O)NCc1ccc(OC)c(OC)c1)C[C@@H]2C(=O)N1CCN(C(=O)C2CC2)CC1	2	0
O=C(C1CC1)N1CCc2cc(S(=O)(=O)N3CCCc4ccccc43)ccc21	-11	-9
CCOc1ccc(NC(=O)CS(=O)(=O)c2cn(CC)c3ccccc23)cc1	10	3
N#C/C(=C\Nc1ccccn1)S(=O)(=O)c1ccc(Cl)cc1	9	-2
O[C@@H]1C2CCCC1[C@]1(O)CCCCC1C2 (stereo partly specified)	-3	0
COc1ccccc1C1CCN(C(=S)Nc2ccc(Br)cc2)CC1	4	0
CCN(CC)C(=O)c1cccc(NC(=O)C2=COCCO2)c1	-5	-3
Cn1nc(-c2ccc(OCC(=O)Nc3ccccc3)cc2)c2ccccc2c1=O	4	1
Cc1cc(NC(=O)CN2C(=O)NC(C)(c3ccc(OC(F)F)cc3)C2=O)no1 (stereo unspecified)	9	-15
Cc1ccc2sc(NNC(=O)c3ccc4c(c3)OCCO4)nc2c1C	6	-5
CCCC(=O)Nc1nnc(SCC(=O)Nc2ccc(OCC)cc2)s1	-9	2
COC(=O)c1ccc(N=Cc2c(-c3ccccc3)[nH][nH]c2=O)cc1	2	2
